dFosB act = activators of delta FosB homodimer, primary screen, biochemical, fluorescence polarization, TAMRA-CDK5 oligo, single point. Protein FosB (Mus musculus), P13346. purified delta FosB; percent of positive-control signal above neutral wells. activation, % at 25 µM. actives 0.99% (n = 340,000). AID 493131, 2011;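 active = mean activation above about 17%, with every replicate also reaching it, limit read from the data, passing the limit was not always enough; inconclusive = only one of the two conditions met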;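 also: fluorescence polarization rise as delta FosB binds a TAMRA Cdk5 AP-1 oligo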
Target sequence (P13346 whole entry, looked up): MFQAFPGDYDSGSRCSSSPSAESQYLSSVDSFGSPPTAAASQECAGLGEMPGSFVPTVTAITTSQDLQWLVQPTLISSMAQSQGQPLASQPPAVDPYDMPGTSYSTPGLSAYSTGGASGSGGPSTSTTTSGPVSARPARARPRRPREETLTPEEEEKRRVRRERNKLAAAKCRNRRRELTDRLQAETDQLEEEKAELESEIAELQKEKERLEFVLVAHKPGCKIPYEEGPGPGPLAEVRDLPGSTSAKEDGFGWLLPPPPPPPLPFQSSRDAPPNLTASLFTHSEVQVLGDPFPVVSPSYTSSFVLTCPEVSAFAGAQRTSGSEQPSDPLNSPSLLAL
CDK5 inh = inhibitors of human CDK5/p35 kinase, primary screen, biochemical, single concentration; Cyclin-dependent kinase 5 (Homo sapiens) + Cyclin-dependent kinase 5 activator 1 (Homo …; Recombinant CDK5/p35, ADP-Glo luminescence, 60 min; inhibition, % at 10 µM; actives 0.01% (n = 330,000); AID 488839, 2010;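 active = highest replicate inhibition of at least 50% and at least 75% of replicates reaching 50%; inconclusive = only one of the two criteria met; inactive = both criteria failed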;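 also: plate controls were DMSO neutral control for no effect and GW8510 at 10 µM for full effect; many of its hits are not listed in these tables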
Wnt bcat act = Wnt/beta-catenin pathway activators, primary screen, cell-based, plate reader, single point. Wnt/beta-catenin reporter cell assay, activator. activation, % at 9.35 µM. actives 1.2% (n = 300,000). AID 743398, 2014; in the data active = activation above about 30%, passing the limit was not always enough; inconclusive = no clear call, values can overlap the other calls;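 also: 0% = neutral control wells and 100% = positive control wells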
MITF TRPM1 HTS = activators of MITF-driven TRPM1 promoter reporter, primary screen, cell-based, SK-MEL-5, luciferase, single point; AID 588334, 2011; actives 0.75% (n = 300,000); SK-MEL-5 TRPM1-promoter luciferase, 24 h; % of positive control, neutral wells = 0; activation, % at 12.5 µM;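 active = mean activation of at least 80% with every replicate also reaching 80%; inconclusive = mean reaches 80% but some replicate falls short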;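 also: 0% = neutral control wells and 100% = parthenolide positive control wells; values of inactives mirror those of a sister screen read the other way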
CAL PDZ FP-1 = untagged CAL PDZ binding inhibitors, primary screen, biochemical, fluorescence polarization, HTS. actives 0.92% (n = 300,000). Golgi-associated PDZ and coiled-coil motif-containing protein (Homo sapiens), Q9HD26. purified CAL PDZ, TMR-peptide fluorescence polarization, 1 h. inhibition, % at 24.9 µM. AID 602252, 2012;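 active = mean inhibition of at least 30% with at least half of replicates also reaching 30%; inconclusive = no clear call, values can overlap the other calls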;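 also: 0% = DMSO neutral control and 100% = excess unlabeled competitor peptide PRC23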
Tat export inh = E. coli Tat export inhibitors, primary screen, MC4100, TorA-mCherry reporter, fluorescence, single point; inhibition, % at 10 µM; AID 488895, 2010; actives 0.036% (n = 340,000);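 active = mean replicate inhibition at least 50% and at least half of replicates individually reaching 50%; inconclusive = only one of the two criteria met; inactive = neither criterion met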;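 also: exported cargo escapes ClpAP degradation while cytoplasmic cargo is degraded and loses fluorescence; 0% = median of neutral control wells and 100% = median of NaSCN control wells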
cardiac RTF act = cardiac RTF calcium sensitivity activators, primary screen, biochemical, IANBD-TnC fluorescence, EC20 calcium | Troponin I, cardiac muscle (Homo sapiens) + Troponin T, cardiac muscle (Homo sapiens) + … | IANBD-labeled TnC RTF fluorescence at EC20 calcium; 0% EC20 calcium, 100% full calcium | activation, % at 7.2 µM | actives 0.24% (n = 340,000) | AID 493008, 2010;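 active = activation above the mean over all tested compounds plus 3 SD, cut at about 30% in these data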;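 also: rise in fluorescence read as greater calcium sensitivity of cardiac thin filaments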
Rtt109 HAT inh = inhibitors of C. albicans Rtt109/Vps75 HAT, primary screen, biochemical, ThioGlo CoA-SH fluorescence, plate reader. inhibition, % at 34.9 µM. purified Rtt109/Vps75, 4 h. actives 0.16% (n = 330,000). Histone acetyltransferase RTT109 (Candida albicans (strain SC5314 / ATCC MYA-2876)), …;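 active = inhibition of at least 50% in every replicate; inconclusive = best replicate reaches 50% inhibition but some replicates fall short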
Target sequence (Q5AAJ8 whole entry, looked up): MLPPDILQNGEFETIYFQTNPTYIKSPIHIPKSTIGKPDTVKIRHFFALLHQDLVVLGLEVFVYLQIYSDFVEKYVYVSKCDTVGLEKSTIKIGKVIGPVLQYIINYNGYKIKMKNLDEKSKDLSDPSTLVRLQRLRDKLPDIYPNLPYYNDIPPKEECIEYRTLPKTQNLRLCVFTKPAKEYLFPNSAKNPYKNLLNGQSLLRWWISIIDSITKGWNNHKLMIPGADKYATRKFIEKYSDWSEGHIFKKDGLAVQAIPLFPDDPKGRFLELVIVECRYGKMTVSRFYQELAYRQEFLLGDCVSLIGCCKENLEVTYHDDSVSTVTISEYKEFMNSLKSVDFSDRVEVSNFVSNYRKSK
CAL PDZ FP-2 = CAL PDZ peptide-binding inhibitors, primary screen, biochemical, fluorescence polarization, Cer-tagged CAL PDZ, HTS; Golgi-associated PDZ and coiled-coil motif-containing protein (Homo sapiens), Q9HD26; purified CAL PDZ, TMR-peptide fluorescence polarization, 1 h; inhibition, % at 20 µM; actives 0.02% (n = 330,000); AID 504414, 2011;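 active = highest replicate inhibition of at least 40%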;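 also: plate controls were DMSO neutral control wells for no effect and unlabeled competitor peptide control wells for full effect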
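System: purified tagged CAL PDZ domain construct (CerCALP). Schedule: 1 h incubation at room temperature before polarization reading. Medium: 25 mM sodium phosphate pH 7.4, 150 mM NaCl, TCEP, IgG, Thesit. Read-out: percent inhibition from loss of millipolarization. Measured by: FP readout, S and P plane fluorescence. Probe or stimulus: fluorescent TMR peptide probe.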
V-ATPase pHluor = regulators of yeast V-ATPase proton pumping, primary screen, pHLuorin cytosolic pH fluorescence; S. cerevisiae; response, % at 10 µM; actives 0.37% (n = 350,000); in the data active = response mostly above about 7.3%, no sharp cut-off; inactive = mostly below about 5.4%; also: actives read high; inactives centre near 0; some compounds called inactive have numbers as strong as hits; reference of the scale not given here
* = called active by the depositor; ? = inconclusive; . = no result given.

SMILES	dFosB act	CDK5 inh	Wnt bcat act	MITF TRPM1 HTS	CAL PDZ FP-1	Tat export inh	cardiac RTF act	Rtt109 HAT inh	CAL PDZ FP-2	V-ATPase pHluor
N#Cc1ccccc1NS(=O)(=O)c1cc2c3c(c1)CCC(=O)N3CCC2	-4	-1.1	-1	7	-2	3	3	2	-1.9	1
Cc1ccc(NC(=O)CN(C)C(=O)c2nn(C)c(=O)c3ccccc23)cc1	3	-0.3	3	-5	4	-4	-2	-5	-1.7	-2
O=C(NN1C(=O)c2ccccc2NC1c1ccco1)c1ccccc1 (stereo unspecified)	-2	-2.4	3	42	-5	11	20	-4	-3.8	3
CC1CC(C)CN(S(=O)(=O)c2ccc3c(c2)oc(=O)n3CC(=O)N2CCOCC2)C1 (stereo unspecified)	-8	1.3	-1	15	.	-11	-2	7	0.1	-1
O=C(Nc1ccc(S(=O)(=O)N2CCOCC2)cc1)c1ccc2c(c1)OCO2	6	1.7	16	15	1	-5	-5	0	-3.1	0
COc1cccc(OC)c1C(=O)Nc1cccc(C(=O)Nc2cccc(C(=O)O)c2)c1	-7	0.6	1	-2	-5	-9	6	-19	-2.0	2
O=C(Nc1ccccc1)C1C(c2ccccc2)C1(Cl)Cl (stereo unspecified)	-11	0.6	-1	4	0	7	-3	-2	.	4
CCOC(=O)c1sc(NC(=O)CCN2CCOCC2)c(C(=O)OCC)c1C	-4	-0.1	.	-9	-4	1	0	-1	-0.8	-2
Cc1nn(C)cc1CNC(=O)c1cc2n(n1)C(C(F)(F)F)CC(c1cccs1)N2 (stereo unspecified)	-6	1.6	-1	-14	0	7	4	-5	-3.3	-1
Cc1ccccc1Cn1ccc(NC(=O)CCSc2nc(-c3ccco3)cc(C(F)(F)F)n2)n1	-7	-2.0	-1	-1	-2	10	-2	-6	-0.1	1
COC(=O)Nc1ccc(S(=O)(=O)NNC(=O)c2c(O)c3ccccc3n(C)c2=O)cc1	41*	-0.7	0	-22	-2	6	5	-2	-0.8	-2
COc1cc(OC)c(C(=O)Nc2cccc(C(C)=O)c2)cc1OC	6	0.4	.	48	-4	1	1	3	-2.5	1
COc1ccc(OCC(=O)Nc2c3c(nn2C(C)(C)C)CS(=O)(=O)C3)cc1	-8	-1.1	2	9	-4	-4	4	-2	-1.5	-1
CC(NC(=O)C1c2ccccc2Oc2ccccc21)C1CCCO1 (stereo unspecified)	1	1.2	-3	12	-5	3	3	0	-1.1	-1
CCCCN(C(=O)C1CC(=O)N(c2ccc(CC)cc2)C1)c1c(N)n(CCC)c(=O)[nH]c1=O (stereo unspecified)	-9	1.5	0	-8	-4	1	3	5	-2.0	6
O=C1C=C(NCC2CCCO2)C2(CCCCC2)O1 (stereo unspecified)	0	-0.4	.	3	.	0	-1	1	-2.9	2
COc1c(Br)cc(Br)cc1/C=N/NC(=O)c1ccncc1	-21	-1.1	-2	-1	-4	-6	3	-2	-1.8	-1
COc1ccc(C2C(C(=O)Nc3cc(OC)c(OC)c(OC)c3)c3ccccc3C(=O)N2C)cc1 (stereo unspecified)	-8	-0.4	-4	-16	-3	-9	6	-6	-1.4	-2
CCC(CC)c1nc2ccccc2c(=O)[nH]1	-5	-1.1	0	0	-1	16	9	1	-1.9	0
C=CCN1C(=O)c2ccc(C(=O)N(CC)CC(=O)Nc3ccc(OC)cc3)cc2C1=O	0	-0.2	2	35	-3	-4	-1	0	-1.4	1
O=[N+]([O-])c1ccc(N2CCOCC2)cc1SCc1ccco1	0	-1.6	-3	2	-2	15	9	-39	-2.1	1
C=CCN=C1S/C(=C\c2ccc(N(C)C)cc2)C(=O)N1CC=C	-1	0.9	37*	99*	-2	-8	0	3	-0.3	4
Cc1ccc(Oc2nc(-c3ccccc3)ncc2S(C)(=O)=O)cc1	-3	0.6	.	5	-4	2	-5	2	-0.6	-3
CC(C)Nc1nc(-c2cccnc2)nc(-c2ccc(Cl)cc2)c1C#N	3	1.1	2	8	-2	8	-6	-18	-1.0	1
CC(C(=O)NC(C)(C)C)N(C(=O)CS(=O)CC(=O)Nc1ccc(F)cc1)c1ccccc1F (stereo unspecified)	-2	0.1	-2	-3	33*	6	4	-3	1.4	-2
SMILES	dFosB act	CDK5 inh	Wnt bcat act	MITF TRPM1 HTS	CAL PDZ FP-1	Tat export inh	cardiac RTF act	Rtt109 HAT inh	CAL PDZ FP-2	V-ATPase pHluor
S=C(NCCc1ccccc1)Nc1ccccn1	6	1.3	24	72	-4	-8	2	4	0.5	-2
C=CC[C@@H](CC(=O)N(CCO)Cc1ccccc1)C(=O)NC[C@H](OC(=O)[C@@H](CC=C)CC(=O)OC(C)(C)C)c1ccccc1	3	1.5	-10	0	0	22	-3	12	-0.8	-3
COc1ccc(S(=O)(=O)N2CCN(C(=O)N(C)C)C2C)cc1 (stereo unspecified)	0	2.2	1	-8	-1	3	-6	-12	-2.0	3
Cc1ccc(S(=O)(=O)N2CCC(=O)N(C(COCc3cccc(C)c3)Cc3ccccc3)CC2)cc1 (stereo unspecified)	-5	-1.9	-3	-10	-3	0	2	4	0.3	3
O=C(COC(=O)CNC(=O)c1ccc(Cl)cc1Cl)NC(=O)NC1CCCCC1	-3	0.5	2	-4	-7	7	0	7	-1.9	-1
CC(C)Sc1nnc(CNC(=O)C23CC4CC(CC(C4)C2)C3)n1Cc1ccccc1	-15	-0.9	.	-6	-1	5	5	8	-0.3	-1
CCC(C)(C)NC(=O)C(C(C)C)N(CC1CCCO1)C(=O)CNS(=O)(=O)c1ccc(F)cc1 (stereo unspecified)	-10	0.4	-1	.	-10	-1	-2	-5	-1.9	-1
COc1cc(-c2c(C#N)c(N)nc3[nH]c(=S)[nH]c(=O)c23)ccc1O	2	0.7	-1	5	-13	-2	4	-3	-1.2	-1
Cc1ccc(NC(=O)NCCN2CCCCC2)cc1	6	-3.6	1	-4	.	-1	11	-12	-0.3	-7
O=C(CCN1C(=O)/C(=C/c2ccccc2)SC1=S)NNC(=O)c1ccncc1	0	1.2	-2	-3	-7	-5	-9	-6	0.0	-3
O=S(=O)(NC1CCCCC1Oc1ccccc1)c1ccccc1 (stereo unspecified)	-7	-1.9	-1	12	-1	22	8	4	-0.8	-1
Cc1nc(-c2ccccc2)[nH]c(=O)c1Oc1ccc(Cl)cc1Cl	-5	-0.2	-1	-3	.	-10	7	0	-2.0	1
COc1ccc(C(=O)Oc2c(CN3CCOCC3)cc(Cl)c3cccnc23)cc1	-12	1.7	.	-6	-1	0	3	16	-0.7	3
CCOC(=O)c1[nH]c(C)c(C(=O)OCC(=O)Nc2sc3c(c2C#N)CCCCC3)c1C	-10	-1.7	-4	-15	-2	-3	9	-2	-2.8	0
O=C(COc1cccc(Br)c1)Nc1ccc(N2CCOCC2)cc1N1CCOCC1	-4	-0.2	-1	-2	-5	-8	-2	-2	-0.5	-1
Clc1cc2c(nn1)Nc1ccccc1S2	-9	1.1	1	14	-3	-11	3	-6	-0.3	-3
Cc1ccc(-c2nnc(NCc3nc4ccccc4[nH]3)c3ccccc23)cc1S(=O)(=O)N(C)C	?	0.1	-4	-19	-1	2	-1	1	0.5	0
O=S(=O)(CCc1nc2ccccc2s1)c1ccc(Cl)cc1	-2	1.9	-4	-9	0	-15	1	12	0.0	-2
Cc1cc(NC(=O)c2c(C)noc2C)no1	0	-0.5	3	2	-2	4	-1	-3	0.1	-5
COc1ccc(NC(=O)c2ccc3c(c2)C(=O)N(CC2CCCO2)C3=O)cc1O (stereo unspecified)	-3	-0.7	0	-1	-4	3	5	-6	-0.2	2
O=C(CSCc1ccc(Br)cc1)N=Nc1c(O)[nH]c2ccccc12	-13	0.3	-7	1	-1	5	-5	6	-1.1	-3
CCOc1cc(C(=O)Nc2ccc(C)cc2O)ccc1OCC(=O)N1CCOCC1	-13	1.2	-3	-18	-7	-5	1	-3	-3.0	2
COc1ccccc1/C=C/C(=O)NCC(=O)N/N=C/c1ccc(C(=O)O)cc1	-9	-0.1	-4	0	-1	2	-4	1	-2.1	2
CN(C)C(CNC(=O)c1cc(S(=O)(=O)N(C)c2ccccc2)ccc1Cl)c1ccccc1 (stereo unspecified)	-7	1.2	-1	-13	-5	-13	4	-3	-1.7	-2
Cc1ccc(S(=O)(=O)N2CC(O)CC2C(=O)NCc2ccc3c(c2)OCO3)cc1 (stereo unspecified)	-9	-1.1	25	5	6	-7	-2	-2	-0.4	2
SMILES	dFosB act	CDK5 inh	Wnt bcat act	MITF TRPM1 HTS	CAL PDZ FP-1	Tat export inh	cardiac RTF act	Rtt109 HAT inh	CAL PDZ FP-2	V-ATPase pHluor
CN(C)C(=O)c1nnc(Cc2ccc(Cl)cc2)o1	3	0.6	1	18	.	0	2	-9	0.4	-2
O=C(Nc1ccc(Oc2ccsc2C(=O)O)cc1)c1ccccc1	3	-0.9	0	6	-5	-7	1	0	-2.0	-2
CCn1cc(C(=O)N(C)c2ccc(OC)cc2)c2cc(OC)c(OC)cc2c1=O	-9	0.2	-3	0	-1	1	-1	1	-0.3	2
COc1ccc(C(O)c2nccc3cc(OC)c(OC)cc23)cc1OC (stereo unspecified)	-1	1.4	4	-4	3	-7	1	-2	1.1	-2
Cc1cccc(NC(=O)C(C)Sc2nc3nc(C)cc(C)n3n2)c1 (stereo unspecified)	4	0.9	-5	-4	-6	-5	1	-2	-0.3	-2
COC(=O)C1=C(O)/C(=C/c2cccc(OC)c2O)N=C1C	-4	0.9	11	32	-3	-11	-3	27	-2.2	5
COc1ccc2nc(C)cc(N3CCOCC3)c2c1	1	1.3	.	0	-3	0	-1	2	0.8	0
O=C(NCCc1ccc(Cl)cc1)C1CCN(C(=O)c2ccc(F)cc2)CC1	0	-0.7	3	-11	-3	-5	-9	9	-2.4	-6
CCCN1CCN(CCCNC(=O)c2cc3c(=O)oc4ccc(C)cc4c3s2)CC1	-23	0.7	-1	18	.	0	-1	3	-1.1	2
CN(C)C(=O)COC(=O)c1ccccc1OCC(=O)Nc1ccc(SC(F)F)cc1	-19	0.1	.	0	-9	6	-1	-1	-3.9	1
